# Screening results from PubChem.
# TDP1 inh: qHTS Assay for Inhibitors of Tyrosyl-DNA Phosphodiesterase (TDP1) | AID 485290, 2010 | actives 0.28% (n = 350,000) | Tyrosyl-DNA phosphodiesterase 1 (Homo sapiens), Q9NUW8 | Potency, µM (titrated, usually from 130 µM), for the others: top-dose activity change, negative = inhibition, usual class: inhibitors | recombinant TDP1, AlphaScreen DNA substrate cleavage; note: nearly all actives have a fitted effect of over 40% in size
# Target sequence (Q9NUW8 whole entry, looked up): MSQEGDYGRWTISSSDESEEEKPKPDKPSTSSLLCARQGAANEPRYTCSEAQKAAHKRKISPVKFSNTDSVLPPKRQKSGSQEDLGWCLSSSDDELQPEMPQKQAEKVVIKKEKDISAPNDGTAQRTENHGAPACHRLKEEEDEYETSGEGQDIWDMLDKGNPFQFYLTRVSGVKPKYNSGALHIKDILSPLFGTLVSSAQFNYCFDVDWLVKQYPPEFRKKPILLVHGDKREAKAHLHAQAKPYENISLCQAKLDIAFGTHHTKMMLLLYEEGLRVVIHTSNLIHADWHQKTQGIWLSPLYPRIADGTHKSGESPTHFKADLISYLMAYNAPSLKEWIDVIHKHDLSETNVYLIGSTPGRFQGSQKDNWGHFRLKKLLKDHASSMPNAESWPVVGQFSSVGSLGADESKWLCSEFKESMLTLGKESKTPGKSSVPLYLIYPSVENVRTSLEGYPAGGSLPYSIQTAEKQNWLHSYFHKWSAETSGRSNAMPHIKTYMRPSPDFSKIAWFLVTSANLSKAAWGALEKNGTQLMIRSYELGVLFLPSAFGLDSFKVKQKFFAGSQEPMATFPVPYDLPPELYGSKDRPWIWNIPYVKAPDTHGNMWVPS
#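 Compounds were preincubated with Tdp1 (1 nM final) for 15 min at room temperature before substrate (15 nM final) started a 5 min reaction; beads (10 ug/ml final) were then added for 10 min before AlphaScreen detection.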
# TDP1 cell noCPT: qHTS for Inhibitors of human tyrosyl-DNA phosphodiesterase 1 (TDP1): qHTS in cells in absence of CPT | DT40 Tdp1-/- hTDP1 cells, no CPT, ATP luminescence, 48 h | Potency, µM (highest dose often 46.2 µM), inactives show at the top dose activity change, negative = growth inhibition, most hits filed as inhibitors | actives 15% (n = 420,000); note: nearly all actives have a fitted effect of over 55% in size
#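 Chicken DT40 Tdp1-/- cells stably complemented with human TDP1 were seeded at 400 cells/well with DMSO in place of 20 nM camptothecin. After compound pinning, cells grew at least 48 hr at 37 °C; viability read by CellTiter-Glo luminescence.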
# TDP1 cell CPT: qHTS for Inhibitors of human tyrosyl-DNA phosphodiesterase 1 (TDP1): qHTS in cells in presence of CPT | Potency, µM (top dose mostly 46.2 µM), without a hit: at the highest dose activity change, negative = growth inhibition, hits mostly inhibitors | chicken DT40 Tdp1-/-;hTDP1 cells + 20 nM CPT, ATP luminescence, 48 h | actives 12% (n = 420,000); note: nearly all actives have a fitted effect of over 55% in size
#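 Chicken DT40 Tdp1-/- cells complemented with human TDP1, 400 cells/well, exposed to compounds plus 20 nM camptothecin for at least 48 h at 37 C; viability read as ATP content by CellTiter-Glo luminescence.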
# * hit, by the source's call; ? = inconclusive; / = no result given; & = joins results of further samples; [ ] = another dose, or the depositor's remark. Calls come from the whole dose curve; as a rule, active = well fitted curve in the direction sought with a large enough effect; inconclusive = small, poorly fitted or top-dose-only effect, or another doubt; inactive = no such curve, though single readings can be large; an effect the other way counts as inactive or inconclusive. % is set by controls: 0 for no effect and ±100 for the full control effect; potency is the fitted concentration of half-maximal effect. Rows were taken by chance; about 18% have a hit in one of these screens.
mol,TDP1 cell CPT,TDP1 inh,TDP1 cell noCPT
COc1ccc(N2C(=O)N3[C@H](c4ccc(Cl)cc4)[C@@H]4C(=O)N(C5CCCCC5)C(=O)[C@@H]4[C@]3(Cc3ccc(Cl)cc3)C2=O)cc1,-6%,/,-5%
CCOc1cc(S(=O)(=O)NCc2cccnc2)c(C)cc1C,?,8%,-8%
CCOc1ccc(OCC)c(NC(=O)C2CCCN(S(=O)(=O)c3ccc(C)cc3)C2)c1 (stereo not given),26µM*,2%&0%,16µM*
CCn1c2ccccc2c2cc(/C=N/n3c(C)nnc3C)ccc21,?,-4%,?
CCOC(=O)NC(=O)/C(C=Nc1ccc(Cl)c(Cl)c1Cl)=C(\C)O,?,0%,?
COc1ccc(CNC(=O)COC(=O)C(CCSC)NC(=O)c2ccco2)cc1OC (stereo not given),-11%,-1%[56.1 µM],-15%
O=C(CNC(=O)C(c1ccccc1)c1ccccc1)N/N=C/c1ccc(O)c([N+](=O)[O-])c1,10%,6%,-13%
CCOC(=O)N1CCN(CC(=O)Nc2cc(OCC)ccc2OCC)CC1,?,2%,?
COc1ccc(/C=N/N2CCN(c3ccccc3OC)CC2)cc1Br,-15%,/,-9%
CN1C(=O)CCS(=O)(=O)C1c1ccc(Cl)c(Cl)c1 (stereo not given),-5%,/,-1%
Fc1ccc(C2=NNC(=NCc3ccccc3)SC2)cc1F,-17%,6%,?
O=C(NC(NC(=S)N1CCOCC1)C(Cl)(Cl)Cl)c1ccc(Cl)cc1 (stereo not given),3.7µM*,-2%,4.1µM*
O=[N+]([O-])c1ccccc1N/N=C\c1ccccc1Cl,-17%,0%,-16%
CSc1nnc(-c2cccc(NC(=O)c3ccccc3)c2)n1C,-4%,-1%,-27%
c1ccc(-c2nnc(-c3ccccn3)c(-c3ccccn3)n2)nc1,?,-1%,?
CC(C)(C)OC(=O)N1CCC[C@H]1C(=O)N/N=C/c1cccc2cccnc12,-19%,8%,?
CC(=O)Nc1ccc(NC(=O)C(C)OC(=O)c2cccc(S(=O)(=O)N3CCCCCC3)c2)cc1 (stereo not given),-24%,-8%,?
Cc1nc(-c2ccccc2)cn(O)c1=O,-9%,1%,0%
Cc1ccc(-n2c3c(c(=O)[nH]c2=O)C(C(F)(F)F)(C(F)(F)F)NC(=O)N3)cc1,-7%,6%,-14%
C=CC[C@@H](CC(=O)NCCO)C(=O)N[C@@H](COC(=O)[C@@H](CC=C)CC(=O)OC(C)(C)C)Cc1ccccc1,?,1%,-27%
O=C(NC1CCCCC1)C(c1ccccn1)N(C(=O)c1csnn1)C1CCCCC1 (stereo not given),2%,1%,-25%
CC12CCC(=O)N1C(C(=O)NCCc1ccccc1)CS2 (stereo not given),-3%,6%,2%
O=C(NC1CCc2ccccc21)c1cc(COc2c(F)cccc2F)on1 (stereo not given),-21%,/,0%
COc1ccc2oc(C(=O)OCC(=O)NC(=O)c3ccccc3)c(C)c2c1,-16%,-2%,7%
Cc1ccc2c(NC(=O)c3ccc(Br)o3)cccc2n1,-13%,1%,14%

mol,TDP1 cell CPT,TDP1 inh,TDP1 cell noCPT
COc1cccc2c1CCC1=CC(=O)CCC12C (stereo not given),?,/,-12%
CC(=O)Nc1ccc(S(=O)(=O)NCCC(=O)OCC(=O)NNC(=O)c2ccccc2)cc1,16%,0%,-7%
Cc1c(NS(=O)(=O)c2cc(C(=O)NCc3cccnc3)ccc2Cl)c(=O)n(-c2ccccc2)n1C,20%,0%,9%
O=C(NCc1ccco1)c1cc2cc(Br)ccc2o1,?,2%,?
CCCc1ccc2oc(C(=O)N3CCC(C(N)=O)(N4CCCCC4)CC3)c(C)c2c1,?,6%,-13%
O=C(NC1CC1)c1ccc(Cn2c(SCc3ccccc3F)nc3cccnc32)cc1,21µM*,10%,12µM*
CC(C(=O)N1CCOCC1)(c1ccccc1)c1ccccc1,-4%,3%,-21%
CCC(CC)c1nc(C#N)c(NC(C)c2ccccc2)o1 (stereo not given),-19%,3%,-22%
CC1(C(=O)NS(=O)(=O)c2cccc(F)c2)CCN1C(=O)c1ccccc1 (stereo not given),-7%,/,-1%
Cc1ccc(Cl)cc1NC(=O)CCC(=O)O,-14%,3%,0%
COc1ccc2nc(NC(=O)C3CCCO3)sc2c1 (stereo not given),-1%,-2%,3%
Cc1cccc(-n2ncc3c2CCCC3NC(=O)c2ccc[n+]([O-])c2)c1C (stereo not given),12µM*,0%,?
COc1ccc(C2CC(c3ccc(Br)cc3)=NN2C(=O)CN2CCCC2)cc1 (stereo not given),?,-1%,12µM*
c1ccc(Cc2nnc3sc(-c4ccco4)nn23)cc1,-28%,-7%,-16%
CCCS(=O)(=O)NC(=O)C1(C)CCN(C(=O)c2ccccc2C(F)(F)F)C1 (stereo not given),8%,/,11%
O=C(CN1C(=O)COc2ccccc21)NCCN1CCCC1,20%,4%,7%
COc1cccc(NC(=O)CSc2nccn2Cc2ccc3c(c2)OCO3)c1,-29%,3%,?
O=C(N/N=C/c1ccc(OC(=O)c2ccccc2)cc1)c1ccc(CN2CCOCC2)cc1,?,5%,12µM*
O=C(CN1CCC(C(O)(c2ccccc2)c2ccccc2)CC1)Nc1ccccc1,21µM*,6%,16µM*
Cc1cccc(C)c1-n1c(C)nn(CCOc2ccccc2)c1=O,8%,-3%,-15%
Cc1cccn2c(=O)c3cc(C(=O)NCC4CCCO4)c(=N)n(CC4CCCO4)c3nc12 (stereo not given),3%,-20%,-24%
Cc1ccc(S(=O)(=O)Nc2nc(N)n(-c3ccccc3)n2)cc1,2%,6%,-10%
O=C(CSc1nnnn1-c1ccccc1)NC1CCCc2ccccc21 (stereo not given),-14%,0%,0%
COc1ccc(N2CC(C(=O)NCCN3C(=O)S/C(=C\c4cccnc4)C3=O)CC2=O)c(OC)c1 (stereo not given),-3%,-3%,16%
O=c1[nH]cnc2cc(-c3ccccc3)sc12,?,7%,?

# Another view of part of the listing above.
# Order of results – TDP1 cell CPT, TDP1 inh, TDP1 cell noCPT
- COc1ccc(C2CC(c3ccc(Br)cc3)=NN2C(=O)CN2CCCC2)cc1 (stereo not given)
→ ?, -1%, 12µM*
- Cc1ccc(S(=O)(=O)Nc2nc(N)n(-c3ccccc3)n2)cc1
→ 2%, 6%, -10%

# Following part:
mol,TDP1 cell CPT,TDP1 inh,TDP1 cell noCPT
Cc1cccc(NC(=O)CCC2CCN(C(=O)c3ccc(C)s3)CC2)c1,-20%,7%,4.1µM*
O=C(Cc1ccc(Cl)cc1)N1CCN(c2ccccc2)CC1,-22%,/,11%
C=CC[C@H](CC(=O)N(CCO)Cc1ccccc1)C(=O)N[C@H](COC(=O)[C@@H](CC=C)Cc1ccc(F)cc1)C(C)(C)C,?,-3%,?
CCSC1=NCCN1S(=O)(=O)c1ccc2ccccc2c1,-24%,1%,?
CCC1(CC)C(=O)NC(=O)NC1=NCCc1c[nH]c2ccccc12,3%,4%,4%
Cc1cc(C)cc(-n2c(SCC(=O)NCC3CCCO3)nc3c([nH]c4ccccc43)c2=O)c1 (stereo not given),?,8%,?
COc1cccc(C(=O)Nc2ncc3c(n2)CC(C)CC3=O)c1 (stereo not given),-18%,-3%,-19%
CC(=O)NC12CC3CC(C1)CC(C(=O)Nc1nc4c(C)cccc4s1)(C3)C2,-5%,8%,?
Cc1ccc(N=C2S/C(=C\c3cn(CC(=O)O)c4ccccc34)C(=O)N2C)cc1,-1%,6%,?
CCCOc1cccc(C(=O)N(Cc2ccc(OC)c(OC)c2)C2CCS(=O)(=O)C2)c1 (stereo not given),-9%,6%,-10%
COc1ccc(C(=O)N2CCC3(CCN(Cc4ccccc4)CC3)CC2)cc1,1%,/,-13%
C#CCNC(=O)C1=C[C@@H](c2ccc3c(c2)OCO3)C[C@@H](OCc2ccc(CO)cc2)O1,?,/,?
CC(CC(=O)Nc1nnc(CC(C)(C)C)s1)c1ccccc1 (stereo not given),?,/,?
C#CCN(C[C@H]1[C@H](OC(=O)NCc2ccco2)[C@H](OC(=O)NCc2ccco2)C[C@H]2C(=O)N(c3ccccc3)C(=O)[C@@H]12)S(=O)(=O)c1ccc(C)cc1,2%,/,?
COc1c(F)c(F)c(C(=O)Nc2ccccc2N2CCN(C(=O)C(C)C)CC2)c(F)c1F,-6%,0%,?
CN(Cc1ccccc1)C(=O)CNC(=O)C12CC3CC(CC(C3)C1)C2,-19%,0%,-13%
COc1ccc(/C=N/S(=O)(=O)c2ccc(C)cc2)cc1,1%,0%,8%
c1ccc2[nH]c(CSc3nc4ccccc4s3)nc2c1,?,9%,15µM*
O=C(C1=C(O)C(=O)N(Cc2ccccc2)C1c1cccnc1)c1ccco1 (stereo not given),4%,/,9%
O=c1c2c(nc3nc[nH]n13)CCC2,3%,5%,8%
CC1=CC(=C(c2ccc(N)cc2)c2ccc(N)cc2)C=CC1=N,2.7µM*,/,3µM*
CCC1Oc2ccc(C)cc2N(CC(=O)NCCCN2CCOCC2)C1=O (stereo not given),12%,5%,1%
C=CCOc1cccc(CNc2cccc(C(=O)O)c2)c1,3%,1%,-15%
O=C(NCc1cccnc1)Nc1cccc(Cl)c1,1%,/,10%
CN=CC1=C(O)c2ccccc2C1=O,-2%,0%,11%

# Next section; it opens with the 7 that closed the last part.
mol,TDP1 cell CPT,TDP1 inh,TDP1 cell noCPT
O=C(C1=C(O)C(=O)N(Cc2ccccc2)C1c1cccnc1)c1ccco1 (stereo not given),4%,/,9%
O=c1c2c(nc3nc[nH]n13)CCC2,3%,5%,8%
CC1=CC(=C(c2ccc(N)cc2)c2ccc(N)cc2)C=CC1=N,2.7µM*,/,3µM*
CCC1Oc2ccc(C)cc2N(CC(=O)NCCCN2CCOCC2)C1=O (stereo not given),12%,5%,1%
C=CCOc1cccc(CNc2cccc(C(=O)O)c2)c1,3%,1%,-15%
O=C(NCc1cccnc1)Nc1cccc(Cl)c1,1%,/,10%
CN=CC1=C(O)c2ccccc2C1=O,-2%,0%,11%
CC#CCOC(=O)c1c(C)nc2sc3c(c2c1N)CC[C@@H](O)C3,-59%,-14%[56.1 µM],11µM*
COc1ccc(-c2nn(-c3ccccc3C)cc2CNC(C)Cn2cncn2)cc1F (stereo not given),?,5%,?
NC(=O)C1CCN(C(=O)C2CC(=O)N(c3ccc4c(c3)OCCO4)C2)CC1 (stereo not given),-9%,0%[56.1 µM],-1%
CC1N(O)C(c2ccc(Cl)cc2Cl)N(O)C1(C)C (stereo not given),-10%,9%,2%
COC(=O)c1c(NC(=O)CSc2nnc(-c3ccco3)n2C)sc(C)c1C,-24%,5%,?
COc1ccc(C)cc1NC(=O)CN1C(=O)C(=O)N(C2CCCC2)C1=O,-3%,3%,16%
CCOc1ccc(-c2nonc2NC(=O)c2oc3cc(C)ccc3c2C)cc1,23µM*,-2%,?
Cc1cc(C)c(S(=O)(=O)Nc2cccc(-c3cn4ccccc4n3)c2)c(C)c1,18µM*,12%,29µM*
C=C(C)CN1C(=O)C2(OCCO2)c2ccccc21,-11%,/,1%
CCCCNC(=S)N1CCn2cccc2C1c1ccccc1 (stereo not given),?,7%,?
Cc1cc(NC(=O)CSc2nnc(C3COc4ccccc4O3)o2)no1 (stereo not given),-2%,8%,-14%
CCN(CC(=O)N1CCN(Cc2ccccc2)CC1)S(=O)(=O)c1ccc(F)cc1,?,2%,?
CC1CCCN(C(=O)c2ccncc2)C1 (stereo not given),2%,-2%,13%
COc1ccc(S(=O)(=O)N2CCCCC2)cc1NC(=O)Cc1ccsc1,4%,0%,-4%
Cc1cc(-c2csc(Nc3ccccn3)n2)ccc1F,?,/,21µM*
Cc1nonc1C(=O)N/N=C/c1ccc(O)cc1O,3.3µM*,6%,3.7µM*
Cn1nc(C(=O)NCc2ccc(F)cc2)c2c1-c1ccccc1S(=O)(=O)C2,-11%,0%,-9%
